# High-throughput results deposited in PubChem by several laboratories.
# Runt-SMMHC FRET = inhibitors of RUNX1 Runt–CBFb-SMMHC binding, primary screen, biochemical, FRET, Cerulean-Runt, Venus-CBFb-SMMHC, uHTS; Runt-related transcription factor 1 (Homo sapiens) + Core-binding factor subunit beta …; Cerulean-Runt/Venus-CBFb-SMMHC FRET ratio 530/480, 1 h; inhibition, % at 20 µM; actives 0.74% (n = 220,000); AID 1434, 2008;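 active = mean inhibition across duplicate retests at 20 µM reaching about 50%, limit read from the data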;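 also: 0% = DMSO wells and 100% = wells with excess untagged CBFb-SMMHC; inhibitors lower the FRET ratio by blocking Runt binding to CBFb-SMMHC; some results filed as inactive read as strong as hits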
# NPY1 pot ag = NPY-Y1 receptor potentiators or agonists, primary screen, cell-based | Neuropeptide Y receptor type 1 (Homo sapiens), P25929 | NPY-Y1 expressing cells, potentiator/agonist activation | activation, % at 3.6 µM | actives 0.37% (n = 220,000) | AID 1304, 2008; in the data active = activation above about 33%, passing the limit was not always enough;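 also: cells stimulated with NPY at EC10 then isoproterenol at EC100; 0% = low agonist plus stimulus and 100% = saturating agonist plus stimulus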
# Target sequence (P25929 whole entry, looked up): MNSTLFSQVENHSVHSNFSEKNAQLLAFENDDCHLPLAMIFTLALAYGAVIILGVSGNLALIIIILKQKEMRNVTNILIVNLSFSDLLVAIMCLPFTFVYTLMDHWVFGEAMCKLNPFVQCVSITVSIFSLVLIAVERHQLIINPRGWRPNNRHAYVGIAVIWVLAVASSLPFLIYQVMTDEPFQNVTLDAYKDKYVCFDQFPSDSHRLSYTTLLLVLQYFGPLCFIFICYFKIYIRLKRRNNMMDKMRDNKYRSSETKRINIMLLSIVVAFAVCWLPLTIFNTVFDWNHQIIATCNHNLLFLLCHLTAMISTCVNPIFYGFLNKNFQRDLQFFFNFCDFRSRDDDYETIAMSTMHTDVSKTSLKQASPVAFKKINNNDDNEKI
# NPY2 pot ag = NPY-Y2 potentiators or agonists, primary screen, cell-based; Neuropeptide Y receptor type 2 (Homo sapiens), P49146; cells expressing NPY-Y2, potentiator/agonist read-out; activation, % at 3.6 µM; actives 0.45% (n = 220,000); AID 1359, 2008; in the data active = activation above about 27%;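 also: cells stimulated with NPY near EC25 plus isoproterenol at EC100; 0% = vehicle plus submaximal agonist and 100% = vehicle plus saturating agonist; some results beyond the cut were filed as inactive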
# NPY-Y1 antag = NPY-Y1 receptor antagonists, primary screen, cell-based | HEK293-CNG Y1 cells, membrane potential fluorescence; NPY at EC95, then isoproterenol | inhibition, % at 3.6 µM | actives 1% (n = 200,000) | AID 1040, 2008;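 active = inhibition above the campaign mean inhibition of all tested compounds plus 3 SD, cut at about 20% in these data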;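 also: 0% = DMSO wells given NPY plus isoproterenol and 100% = isoproterenol alone without NPY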
#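 Material: Y1- and CNG-channel-expressing HEK293 cells / Probe or stimulus: NPY 25 nM then isoproterenol 1 µM plus Ro 20-1724 25 µM / Doses: 3.6 µM single dose, DMSO 0.4% / Schedule: compound incubation 1 h at room temperature, readout 45 min post-stimulation / Signal: membrane potential fluorescence / Benchmarks: isoproterenol-only wells as full block versus NPY-plus-isoproterenol wells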
# RBBP9 inh = human RBBP9 inhibitors, primary screen, biochemical, fluorescence polarization, FP-Rh probe, HTS; recombinant RBBP9; inhibition, % at 7.94 µM; actives 0.2% (n = 220,000);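 active = inhibition above the campaign mean of all tested compounds plus 3 SD, cut at about 14% in these data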;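 also: plate controls were DMSO wells with RBBP9 for no effect and wells lacking RBBP9 protein for full effect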
# Target sequence (O75884 whole entry, looked up): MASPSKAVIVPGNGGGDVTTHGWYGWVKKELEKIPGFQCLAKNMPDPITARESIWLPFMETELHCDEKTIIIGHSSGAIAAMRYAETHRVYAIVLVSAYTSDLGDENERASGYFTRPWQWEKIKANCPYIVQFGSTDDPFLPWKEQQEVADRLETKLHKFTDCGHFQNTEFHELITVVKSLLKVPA
#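 Test system: recombinant human RBBP9. Quantity: 2.5 µM RBBP9 dispensing solution, before mixing. Detection: FP readout at 525/598 nm. Reagent: Serine-hydrolase probe FP-Rh, 375 nM pre-mixing. Measure: % inhibition. Control set: DMSO-treated enzyme wells and wells lacking RBBP9. Buffer or medium: Tris-NaCl-Pluronic buffer, pH 8.0. Times: preincubation 30 min plus labeling 45 min at 25 °C.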
# p97 ATPase inh = inhibitors of human p97 ATPase, primary screen, biochemical; Transitional endoplasmic reticulum ATPase (Homo sapiens), P55072; recombinant p97 ATPase, Kinase-Glo ATP luminescence, 3 h; inhibition, % at 8 µM; actives 0.42% (n = 220,000); in the data active = inhibition above about 15%;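 also: 0% = DMSO vehicle and 100% = wells lacking enzyme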
# Hck-Nef inh = inhibitors of Nef-activated human Hck kinase, primary screen, biochemical, Z-Lyte FRET, 384-well, Hck-YEEI. Recombinant Hck-YEEI plus Nef, Z-Lyte FRET kinase assay. inhibition, % at 20 µM. actives 0.68% (n = 220,000). Tyrosine-protein kinase HCK (Homo sapiens), P08631;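 active = Hck-Nef kinase inhibition above about 50%, limit read from the data; inactive = inhibition below that limit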;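 also: 0% = DMSO with Hck plus Nef and 100% = Hck alone without Nef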
# Mdm2 ligase inh = MDM2-luciferase reporter signal enhancers, primary screen, MDM2 E3 ligase inhibitor project, cell-based, luminescence, 1536-well; E3 ubiquitin-protein ligase Mdm2 (Homo sapiens), Q00987; cell-based MDM2 ubiquitination luciferase reporter, 2 h; 0 = plate control, 100 = twice control, blank-subtracted; signal enhancement, % at 5 µM; actives 0.11% (n = 210,000); AID 1230, 2008;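 active = signal enhancement of 30% or more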;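 also: luminescence tracks abundance of the self-degrading MDM2-luciferase fusion protein; higher signal means inhibition of MDM2 E3 ligase activity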
# Target sequence (Q00987 whole entry, looked up, the tested form may be a part): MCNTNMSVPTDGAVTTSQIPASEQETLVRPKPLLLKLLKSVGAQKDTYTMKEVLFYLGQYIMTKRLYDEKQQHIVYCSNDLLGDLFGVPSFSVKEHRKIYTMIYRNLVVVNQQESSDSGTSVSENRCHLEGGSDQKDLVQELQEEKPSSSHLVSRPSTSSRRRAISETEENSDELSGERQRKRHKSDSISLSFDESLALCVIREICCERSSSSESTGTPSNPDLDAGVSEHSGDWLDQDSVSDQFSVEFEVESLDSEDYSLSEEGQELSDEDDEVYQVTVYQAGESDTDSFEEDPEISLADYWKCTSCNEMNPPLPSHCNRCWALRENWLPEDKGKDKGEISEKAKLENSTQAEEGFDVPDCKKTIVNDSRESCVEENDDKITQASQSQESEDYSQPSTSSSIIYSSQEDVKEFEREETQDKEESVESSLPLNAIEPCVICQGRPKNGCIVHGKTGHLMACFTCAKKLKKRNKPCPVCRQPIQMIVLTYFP
#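 Buffer or medium: Cells held in DMEM | Assay system: Stable mammalian line carrying autodegrading MDM2–luciferase fusion reporter | Quantity: 2000 cells/well | Times: 4 h settle plus 2 h compound, 37 °C | Doses: One concentration, 5 µM, with 0.2% DMSO | Technique: Luminescence with SteadyLite reagent, 15 min at room temperature | Benchmarks: Plate controls and plate blanks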
# Runt-CBFb FRET = inhibitors of RUNX1 Runt–CBFb binding, primary screen, biochemical, FRET, Cerulean-Runt, Venus-CBFb, uHTS; Runt-related transcription factor 1 (Homo sapiens) + Core-binding factor subunit beta …; actives 0.46% (n = 220,000); Cerulean-Runt/Venus-CBFb FRET ratio 530/480, 1 h; AID 1496, 2009; inhibition, % at 20 µM;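 active = inhibition over about 50% at 20 µM in the single-dose screen, limit read from the data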;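 also: 0% = DMSO wells and 100% = excess unlabeled CBFb competitor control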
#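 Measured by: fluorescence energy transfer, 422 nm excitation, 530/480 nm emission; test system: Cerulean-tagged RUNX1 Runt domain (FRET donor) fusion protein; buffer or medium: Tris pH 7.5 buffer with BSA; compound: one dose, 20 µM compound, 1% DMSO; times: two 1 h room-temperature incubations shielded from light; benchmarks: unlabeled CBFb 5 µM, positive control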
# Active calls of the source: *; . = not tested or not shown.
SMILES,Runt-SMMHC FRET,NPY1 pot ag,NPY2 pot ag,NPY-Y1 antag,RBBP9 inh,p97 ATPase inh,Hck-Nef inh,Mdm2 ligase inh,Runt-CBFb FRET
O=C(NCc1cccc(CNC(=O)c2ccco2)c1)c1ccco1,-2,-6,-5,2,-1,3,0,-19,-1
CC(=O)c1ccc(Cc2cnc(N)s2)cc1,-1,-22,5,-5,-7,3,1,-1,0
O=C1CCCN1CCCNc1ccc(S(=O)(=O)N2CCCCC2)cn1,-8,5,1,1,3,5,4,-10,-2
COc1ccc(/C=C(/NC(=O)c2cccc([N+](=O)[O-])c2)C(=O)O)cc1,3,-3,3,1,-2,9,18,19,0
CCOc1ccc(C2C3=C(CCCC3=O)Nc3nc(C(F)(F)F)nn32)cc1OC (stereo unspecified),1,18,17,0,-6,5,0,-7,-1
N#Cc1sc2nc(-c3ccccc3)cc(-c3ccco3)c2c1N,-16,-7,9,0,-5,12,3,-4,20
CCCOC(=O)c1ccc2c(c1)C(=O)N(c1ccccc1)C2=O,-4,-23,0,5,-6,4,2,-14,-1
CCc1ccc(CNC(=O)CCc2nnc(Cc3cccc(C(F)(F)F)c3)o2)nc1,-2,-12,-6,6,-9,-1,-6,-14,-1
C(=C\c1ccco1)/C=N/n1cnnc1,-9,6,-2,-1,-10,1,-7,-17,6
Nc1nnc(SCC(=O)c2ccccc2)s1,2,15,7,-2,-2,3,1,-7,2
CC(Sc1nncn1C)C(=O)Nc1cc(C(F)(F)F)ccc1N1CCOCC1 (stereo unspecified),0,-3,3,0,-7,0,21,-12,1
O=C(c1ccc2c3c(cccc13)CC2)C1CCCN(Cc2cccnc2)C1 (stereo unspecified),-4,-29,-6,8,-6,-1,17,2,-4
Cc1ccc2oc(-c3cccc(N)c3)nc2c1,1,-9,-7,-6,-2,-6,-2,-52,-1
O=C(NC1CCCC1)c1ncn[nH]1,-3,1,7,3,-9,7,4,14,-2
COc1cc(/C=N/NC(=S)NCCN2CCOCC2)cc(OC)c1OC,2,4,6,-3,-2,4,2,4,-2
CCc1c(C)nc(SCC(=O)c2ccc(C)c(C)c2)[nH]c1=O,0,-7,-1,8,1,3,1,-22,0
O=C(C1CCCCN1S(=O)(=O)c1ccccc1[N+](=O)[O-])N1CCOCC1 (stereo unspecified),-2,11,-3,0,-8,2,18,1,0
CC(C)(C)NC(=O)c1ccc(C(=O)NC(C)(C)C)cc1,1,-30,-8,.,2,-4,5,-14,0
O=C(O)C1C2CCC(O2)C1C(=O)Nc1cnn(Cc2ccccc2)c1 (stereo unspecified),-4,-1,0,2,-2,1,0,-17,0
O=C(OCCN1CCCCC1)c1cc2ccccc2o1,-7,-8,-17,0,5,1,9,-5,2
CC(C)c1ccc(CN(C(=O)c2cc3ccccc3oc2=O)C2CCS(=O)(=O)C2)cc1 (stereo unspecified),-1,-19,-11,-1,-7,-5,-3,.,-10
Cc1ccc(C(O)(C(=O)NNS(=O)(=O)c2ccc(C)cc2)c2ccc(C)cc2)cc1,1,4,15,-5,4,1,2,-9,-4
CC12CCC(C/C1=N/OC(=O)c1cccc([N+](=O)[O-])c1)C2(C)C (stereo unspecified),2,5,11,7,-6,1,6,-9,-2
COc1ccc(/C=C/C(=O)c2ccc3c(c2)OCO3)c(OC)c1,-23,-19,0,8,-7,-3,1,-8,-14
CC(C)(CO)CNC(=O)CCc1nnc(C2(c3ccc(Cl)cc3)CCC2)o1,2,-2,-2,3,-9,-3,21,-9,-1
O=C(CSc1nnc(-c2ccccc2)o1)NC1CCS(=O)(=O)C1 (stereo unspecified),3,24,-1,10,-5,1,-1,-13,-1
COc1ccc(C(N)=S)cc1,-2,-6,2,-5,-3,4,2,-16,2
COc1ccccc1C(=O)Nc1cccc(NC(C)=O)c1,0,-16,-10,-1,-13,1,6,-10,-2
O=S(=O)(c1cnc[nH]1)N1CCN(c2ccc(Cl)cc2)CC1,-1,15,-11,-2,-3,2,5,11,1
O=C(COc1cccc(OC(F)F)c1)Nc1ccc(SC(F)F)cc1,5,-7,-38,7,-11,2,-2,3,-2
O=C(CSc1n[nH]c(=O)n1C1CC1)NCc1ccccc1,-1,-23,-5,.,-3,-4,6,.,2
O=C(Nn1c(O)c(C=C2N=c3ccccc3=N2)sc1=S)c1ccccc1,-13,8,0,-1,-7,-3,0,3,2
CC(=O)N1N=C(c2ccncc2)OC12CCCCC2,-3,-29,-2,1,-7,-4,1,-18,-3
O=C(NC(NC(=S)N1CCOCC1)C(Cl)(Cl)Cl)c1ccc(Cl)cc1 (stereo unspecified),0,-8,7,2,-10,1,2,-20,2
COc1ccccc1CNc1ccc2nnc(CCNC(=O)c3ccccc3)n2n1,-3,-17,0,-1,2,3,23,-1,-2
CCC(NS(=O)(=O)c1cnn(CC)c1)c1ccccc1 (stereo unspecified),-2,11,2,7,13,8,-25,-15,2
CCCCn1c(=N)n(CCOc2ccc(C)cc2)c2ccccc21,0,-25,1,19,5,-2,3,-14,-2
Cc1ccc2c(CC(=O)NC3=NCCS3)coc2c1,-3,-4,5,1,8,0,2,-19,0
O=C(NCCc1nc2ccccc2[nH]1)/C(=C/c1ccco1)NC(=O)c1ccc(Br)o1,4,-1,-14,1,4,7,2,-2,0
Cc1ccc(S(=O)(=O)Cc2ccc(C(=O)N3CCN(Cc4ccccc4)CC3)o2)cc1,3,10,8,1,-3,1,2,-19,1
O=C(CS(=O)(=O)Cc1ccccc1)Nc1ccccn1,1,10,0,4,-7,-8,6,-9,-1
Cc1ccc(NC(=O)C2CCN(c3cnccn3)CC2)cc1,3,-11,13,0,-9,-3,-1,-10,-2
COc1cccc(C2C(C#N)=C(N)Oc3c2oc(CO)cc3=O)c1OC (stereo unspecified),-1,-8,6,0,-5,2,1,-18,0
COc1cc(O)ccc1C=O,-2,5,17,.,-1,5,14,-10,-1
Cc1ccc2cc(CN(Cc3ccco3)C(=O)c3cccs3)c(=O)[nH]c2c1,19,5,5,-6,-3,-2,4,-9,25
CCOc1ccccc1NC(=O)CSc1ccc([N+](=O)[O-])cc1,3,-6,-6,3,0,1,1,-5,0
Cc1nnc2nc(-c3ccccc3)nc(-c3ccccc3)n12,-1,-14,-14,.,-5,-4,23,-6,-1
O=C(NC1CCCC1)C(c1ccc(F)cc1)N(Cc1ccc(Cl)cc1)C(=O)CCl (stereo unspecified),0,-17,12,-2,-3,-1,0,-10,1

# Of the compounds above, 2 contain a COOH group.
SMILES,Runt-SMMHC FRET,NPY1 pot ag,NPY2 pot ag,NPY-Y1 antag,RBBP9 inh,p97 ATPase inh,Hck-Nef inh,Mdm2 ligase inh,Runt-CBFb FRET
COc1ccc(/C=C(/NC(=O)c2cccc([N+](=O)[O-])c2)C(=O)O)cc1,3,-3,3,1,-2,9,18,19,0
O=C(O)C1C2CCC(O2)C1C(=O)Nc1cnn(Cc2ccccc2)c1 (stereo unspecified),-4,-1,0,2,-2,1,0,-17,0

# (further entries)
SMILES,Runt-SMMHC FRET,NPY1 pot ag,NPY2 pot ag,NPY-Y1 antag,RBBP9 inh,p97 ATPase inh,Hck-Nef inh,Mdm2 ligase inh,Runt-CBFb FRET
NC(=O)c1ccc([N+](=O)[O-])cc1SCc1ccccc1,-7,9,-7,0,-14,-4,-1,2,-1
COC(=O)Cn1cc(C(=O)OC)c2ccccc21,2,1,-28,7,0,-3,-1,7,0
Cc1ccc(NC(=O)c2ccc3c(c2)[nH]c(=O)n3C(C)C)cc1,5,8,-5,-1,-3,-2,-22,3,0
COc1cccc(NC(=O)c2ccn(C)n2)c1,-11,-8,-4,2,-8,4,6,-1,-2
CCc1cccc(C)c1NC(=O)c1ccccc1,-3,-21,-15,-2,-4,-8,4,-3,-1
COC(=O)C1CC(=O)N(c2ccc(C)cc2)C1 (stereo unspecified),2,5,1,-1,-3,4,17,2,1
Nc1nnc(SCCCC(=O)c2ccccc2)s1,5,-11,-1,2,-8,-3,0,-13,1
O=C(CSC1CN(C(c2ccccc2)c2ccccc2)C1)N/N=C/c1ccccc1,0,-12,-20,.,1,-15,-20,-2,-3
COc1ccccc1-n1c(SCC(=O)NC(C)(C)C)nc(O)cc1=O,-6,10,-15,-4,0,-6,0,-18,-1
Cc1cccc(OCC(=O)Nc2ccccc2N2CCN(C(=O)C(C)C)CC2)c1C,-4,12,10,-2,-8,5,1,8,-1
CCCCc1nc2sc3c(SCCN(C)C)ncnc3c2c2c1CCC2,-3,-33,-30,.,-11,-4,4,-17,-2
COCCCNc1nc2nonc2nc1N1CCN(Cc2cccc(C)c2)CC1,82*,-4,-14,4,-5,-5,3,-21,24
CCC(C)(C(=O)NC1CCCCC1)N(Cc1cccs1)C(=O)c1ccccn1 (stereo unspecified),1,-5,2,22*,5,2,19,10,-3
O=C(NCc1cccs1)c1ccc(S(=O)(=O)N2CCOCC2)cc1,1,-11,-12,-3,-5,2,26,-3,0
O=C(NCc1ccccc1)C(=O)NCC(c1ccco1)N1CCN(c2ccccc2F)CC1 (stereo unspecified),3,10,-9,0,3,-1,23,-32,-1
CC(C)NC(=O)c1ccc2c3n(nc2c1)-c1ccc(Cl)cc1CO3,2,.,.,.,.,.,30,15,0
CN(C)CCNC(=O)Cn1nc(-c2ccc(Cl)cc2)ccc1=O,-2,12,10,-1,-12,1,3,-16,1
Cc1ccsc1C(C(=O)NC1CCCCC1)N(C(=O)Cc1cccs1)C1CC1 (stereo unspecified),2,4,6,4,-4,-2,0,7,-1
